M5 PAM – potentiates acetylcholine response at human M5 receptor; CHO-K1 hM5, Fluo-8 calcium, ACh EC20 PAM; 0% = ACh EC20, 100% = ACh EC100; actives 0.3% (n = 360,000); activation, % at 3 µM;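 active = activation above the run cutoff, the mean activation of all test compounds plus 3 SD, cut at about 18% in these data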
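system = human M5 receptor in CHO-K1 cells | compound = one concentration, 3 µM final (nominal) | schedule = Post-acetylcholine fluorescence recording 140 s | signal = Fluo-8 calcium dye fluorescence, kinetic read | benchmarks = low control EC20 acetylcholine (0%), high control EC100 acetylcholine (100%) | repeats = singlicate, one well per test compound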
M1 ag – human M1 muscarinic receptor agonism; P11229; CHO-K1 hM1, Fluo-8 calcium fluorescence, agonist mode; 0% DMSO, 100% acetylcholine EC100; activation, % at 3 µM; actives 0.33% (n = 360,000); AID 588814;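 active = activation above the run's mean compound activation plus 3 SD, cut at about 16% in these data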;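 also: peak over basal fluorescence ratio within a 140 s kinetic read after compound addition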
Target sequence (P11229 whole entry, looked up): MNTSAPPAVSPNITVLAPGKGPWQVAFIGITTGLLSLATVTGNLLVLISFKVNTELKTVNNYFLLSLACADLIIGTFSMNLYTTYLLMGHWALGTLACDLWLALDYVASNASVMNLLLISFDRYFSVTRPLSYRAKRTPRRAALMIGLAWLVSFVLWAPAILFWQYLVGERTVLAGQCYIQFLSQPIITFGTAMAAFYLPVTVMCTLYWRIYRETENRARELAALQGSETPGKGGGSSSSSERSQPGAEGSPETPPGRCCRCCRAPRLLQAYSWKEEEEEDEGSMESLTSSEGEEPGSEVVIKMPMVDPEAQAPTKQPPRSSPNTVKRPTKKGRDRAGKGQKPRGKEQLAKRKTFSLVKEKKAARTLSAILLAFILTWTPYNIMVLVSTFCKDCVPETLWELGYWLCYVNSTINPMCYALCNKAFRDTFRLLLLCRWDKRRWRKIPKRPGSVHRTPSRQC
M1 PAM – potentiates human M1 receptor response to acetylcholine; P11229; CHO-K1 hM1, Fluo-8 calcium fluorescence, ACh EC20; 0% = ACh EC20, 100% = maximal ACh; activation, % at 3 µM; actives 0.088% (n = 360,000); in the data active = activation above about 19%, passing the limit was not always enough
M4 ag – agonists of human muscarinic M4 receptor (CHRM4); P08173; CHO-K1 hM4/Gqi5, Fluo-8 calcium fluorescence; vehicle 0%, full acetylcholine response 100%; activation, % at 3 µM; actives 0.14% (n = 360,000); AID 624127;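 active = activation above the run mean over all test wells plus 3 SD, cut at about 32% in these data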;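 also: peak over basal fluorescence ratio per well then scaled between controls; 0% = DMSO wells and 100% = acetylcholine at EC100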
TAAR1 ag – agonists of human TAAR1; Q96RJ0; CHO RD-HGA16 TAAR1, Fluo-8 calcium fluorescence; vehicle wells 0%, saturating PEA agonist 100%; activation, % at 3 µM; actives 0.99% (n = 360,000); AID 624467;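 active = activation above the mean activation of all test compounds in the run plus 3 SD, cut at about 38% in these data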
Target sequence (Q96RJ0 whole entry, looked up): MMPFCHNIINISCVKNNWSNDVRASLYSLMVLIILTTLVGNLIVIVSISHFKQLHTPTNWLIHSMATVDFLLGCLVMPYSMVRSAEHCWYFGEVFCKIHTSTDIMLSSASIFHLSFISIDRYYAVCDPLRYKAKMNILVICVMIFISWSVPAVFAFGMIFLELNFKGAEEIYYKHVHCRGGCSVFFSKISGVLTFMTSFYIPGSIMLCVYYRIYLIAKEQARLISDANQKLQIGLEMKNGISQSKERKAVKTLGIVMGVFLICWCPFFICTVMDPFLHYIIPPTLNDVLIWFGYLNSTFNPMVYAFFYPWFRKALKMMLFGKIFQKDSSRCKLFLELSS
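Assay system – CHO-derived RD-HGA16 cells with stable Gα16 and human TAAR1 · Compound dosing – one-point dosing at 3 µM (nominal) · Incubation – 17-24 h seeding, 75 min 37 °C dye, 30 min RT · Measured by – kinetic Fluo-8 calcium fluorescence · Control set – DMSO vehicle as 0%, PEA at EC100 as 100% · Repeats – single well for each compound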
CHRM1 antagonist – human CHRM1 antagonism; P11229; CHO-K1 hM1, Fluo-8 calcium fluorescence, ACh EC80 antagonist; inhibition, % at 3 µM; actives 1.3% (n = 360,000);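 active = percent inhibition above its own plate's cutoff, namely the mean of that plate's compound wells plus 3 SD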;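 also: peak over basal fluorescence ratio during 140 s after agonist addition; 0% = ACh EC80 plus DMSO and 100% = DMSO alone without agonist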
M5 antag – CHRM5 antagonism in calcium assay; CHO-hM5 cells, Fluo-8 calcium fluorescence, ACh EC80; AID 624040; P08912; actives 0.59% (n = 360,000); inhibition, % at 3 µM;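 active = inhibition above a per-plate cutoff, the mean of that plate's test compounds plus 3 SD, cut at about 27% in these data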;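 also: 0% = acetylcholine EC80 with DMSO and 100% = DMSO without agonist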
CHRM4 antagonist – blocks acetylcholine activation of human M4 receptor; CHO-hM4 cells, ACh EC80, Fluo-8 calcium fluorescence; AID 624125; actives 0.73% (n = 360,000); P08173; inhibition, % at 3 µM;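 active = inhibition above its plate's cutoff, the mean inhibition of sample wells plus 3 SD, cut at about 27% in these data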;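 also: 0% = acetylcholine EC80 with DMSO and 100% = DMSO without agonist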
M5 ag – CHRM5 agonism in calcium assay; CHO-K1 hM5 cells, Fluo-8 calcium fluorescence; 0% DMSO wells, 100% maximal acetylcholine response; activation, % at 3 µM; actives 0.19% (n = 360,000); AID 624037;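 active = activation above the run's mean over test compounds plus 3 SD, cut at about 23% in these data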;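 also: signal is peak over basal fluorescence ratio across the kinetic read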
* hit, by the source's call; . = not tested or not shown. This is a subset; the hit share may differ from the screen's.

SMILES	M5 PAM	M1 ag	M1 PAM	M4 ag	TAAR1 ag	CHRM1 antagonist	M5 antag	CHRM4 antagonist	M5 ag
COc1cccc(CNC(=O)c2ccc(NC(=O)CC3SC(N4CCCCC4)=NC3=O)cc2)c1 (stereo unspecified)	10.3	-1.6	5.2	0.5	10.8	-7.3	4.4	-13.2	2.2
CC(/C=C/c1ccccc1)=N\NC(=O)c1ccc(Br)cc1	-1.2	-6.4	7.0	1.1	6.7	-13.7	6.8	5.4	-1.7
COc1ccccc1CCC(=O)N1CCN(C(=O)c2ccccc2)CC1	2.8	-5.8	7.0	-0.2	0.5	-16.8	1.8	-4.7	-2.9
COc1ccc(N2CCN(C(=O)CN(C3CCCCC3)S(C)(=O)=O)CC2)cc1	-2.2	0.6	9.5	3.5	0.7	-7.5	6.5	5.9	0.7
Cc1cc(NCc2ccc(F)cc2Cl)n2nnnc2n1	2.5	-2.8	5.2	1.7	3.7	-39.4	0.5	1.5	-3.3
CC1(C)[C@H]2CC=C(CN3CCC(N4CCC(C(=O)N5CCCC5)CC4)CC3)[C@@H]1C2	-6.3	-8.2	-25.6	0.5	0.4	61.9*	8.2	55.8*	-17.4
Cc1cc(Cl)c(S(=O)(=O)N2CCCCCC2)cc1OCC(N)=O	-2.2	0.1	-0.2	3.2	6.0	4.5	-3.8	-1.0	3.3
CC(=O)c1ccc(-c2ccc(C(=O)N3CCN(c4ccc(F)cc4)CC3)o2)cc1	-21.4	-2.3	-3.7	11.9	6.5	3.9	12.4	5.1	-1.4
CCCn1c(SCC(=O)N2CCCC(C)C2)nnc1-c1ccccn1 (stereo unspecified)	4.7	-2.1	6.8	0.4	12.4	-7.0	3.0	-0.9	-0.9
CC(=O)N1CCN(C(=S)c2cccc([N+](=O)[O-])c2)CC1	3.5	-5.9	11.5	0.6	5.7	-12.1	-0.8	0.8	0.4
N#Cc1nc(-c2ccco2)oc1N1CCN(C(c2ccccc2)c2ccccc2)CC1	-2.4	-6.3	3.0	0.7	0.2	-0.7	-4.0	-5.5	-3.6
Nc1ccnc(=O)[nH]1	-2.6	-1.9	5.6	-0.2	3.5	-27.8	6.0	-1.3	-0.1
CCN(CC)CCNC(=O)NC1CCCCC1	-2.0	-5.9	-6.0	0.1	5.0	-3.1	2.1	5.4	-5.0
Cc1sc2nc(SCC(=O)NCc3ccco3)[nH]c(=O)c2c1C	-4.8	-11.0	3.2	-1.5	6.4	-3.8	4.0	-3.0	-4.0
CCN1CCN(C(CNS(=O)(=O)c2ccc(C)cc2)c2ccccc2)CC1 (stereo unspecified)	-11.9	-5.0	-5.3	2.5	1.7	4.1	9.5	-15.7	-8.7
Cn1c(=O)n(CC(=O)O)c(=O)c2c1nc1n2CCCN1Cc1ccccc1	-0.7	-4.4	1.7	1.3	0.5	-2.2	3.9	0.8	0.6
O=[N+]([O-])c1cc([N+](=O)[O-])c2cccnc2c1Oc1ccccc1O	0.9	-3.9	10.4	0.7	-0.3	-3.9	0.0	3.0	-1.0
CC(=O)c1cccc(S(=O)(=O)N2CCC(C(=O)N(C)Cc3ccc(Cl)s3)CC2)c1	-14.3	-3.8	-1.9	6.8	1.4	3.8	7.1	0.7	3.5
Cc1cc(C)c2c(c1)/C(=N\N=c1\sc3ccccc3n1C)C(=O)N2	2.8	-2.7	-1.0	0.3	-1.1	-8.2	-1.8	7.7	1.2
O=C(c1cc(Cl)ccc1[N+](=O)[O-])n1cnc2ccccc21	0.3	-4.6	5.6	0.4	0.9	-5.0	3.8	5.1	0.3

Part of the list above, reduced to M4 ag:
Structure | M4 ag
COc1ccc(N2CCN(C(=O)CN(C3CCCCC3)S(C)(=O)=O)CC2)cc1 | 3.5
O=[N+]([O-])c1cc([N+](=O)[O-])c2cccnc2c1Oc1ccccc1O | 0.7
Cn1c(=O)n(CC(=O)O)c(=O)c2c1nc1n2CCCN1Cc1ccccc1 | 1.3

In another format: results already given.
Structure | M5 PAM | M1 ag | M1 PAM | M4 ag | TAAR1 ag | CHRM1 antagonist | M5 antag | CHRM4 antagonist | M5 ag
N#Cc1nc(-c2ccco2)oc1N1CCN(C(c2ccccc2)c2ccccc2)CC1 | -2.4 | -6.3 | 3.0 | 0.7 | 0.2 | -0.7 | -4.0 | -5.5 | -3.6
Nc1ccnc(=O)[nH]1 | -2.6 | -1.9 | 5.6 | -0.2 | 3.5 | -27.8 | 6.0 | -1.3 | -0.1

(more compounds)
SMILES	M5 PAM	M1 ag	M1 PAM	M4 ag	TAAR1 ag	CHRM1 antagonist	M5 antag	CHRM4 antagonist	M5 ag
COc1cccc(CC2(CO)CCN(C(=O)NCCc3ccccc3)CC2)c1	-0.5	0.1	8.3	4.8	6.6	-7.9	6.7	-4.2	3.2
COCCn1cnnc1SCC(=O)Nc1ccc(N2CCCCC2)cc1	1.4	-2.5	-5.9	1.5	-1.5	14.5	13.0	2.5	2.0
Cc1ccc(C)c(CN2C(=O)C3CCCN3c3ccc(C#N)cc32)c1 (stereo unspecified)	1.7	-3.8	3.6	1.2	7.3	-2.1	1.2	9.5	1.7
COc1ccc(NC(=O)Nc2ccccc2C(=O)N2CCCC2)cc1	-1.0	-2.9	6.8	1.1	17.6	-12.3	4.1	3.5	-1.0
CCOC(=O)/C=C1\NC(C)(C)Cc2cc(OC)c(O)cc21	-3.3	-5.0	7.9	-2.5	15.2	-3.0	5.4	14.5	2.3
O=C(C1CCN(S(=O)(=O)c2cccc3cccnc23)CC1)N1CCN(c2ccccn2)CC1	7.4	-5.3	-8.4	8.7	12.5	7.8	-9.5	-8.7	0.3
Cc1ccccc1-c1noc(-c2ccccc2C(=O)NCC2CCCO2)n1 (stereo unspecified)	-6.4	-1.0	10.5	6.4	4.4	-7.7	5.5	-5.1	1.5
Cc1onc(-c2c(Cl)cccc2Cl)c1C(=O)N1CCSCC1	-3.5	-0.9	6.6	0.9	-1.3	-1.5	10.6	-6.2	0.9
CN(C)c1ccc(CN2CCCC(O)C2)cc1 (stereo unspecified)	0.2	-2.3	6.7	0.6	0.5	0.8	0.4	3.4	0.7
CC(=O)c1ccc(NC(=S)Nc2ccn(Cc3ccc(Br)cc3)n2)cc1	-2.0	-2.3	5.6	8.0	15.6	0.6	10.5	-2.5	0.2
COc1ccccc1Nc1nnc(SCC(=O)c2cc(C)n(CC3CCCO3)c2C)s1 (stereo unspecified)	-9.4	-2.7	-3.2	4.9	5.8	4.7	0.8	11.7	-0.7
CCOC(=O)C1(C)C=C(Nc2ccc(C)cc2)C(=O)N1c1ccc(C)cc1 (stereo unspecified)	-7.3	-5.6	-0.2	0.1	1.1	-3.9	18.6	4.0	-1.5
CCCCn1c(N)c(N(CC)C(=O)c2cccc(F)c2)c(=O)[nH]c1=O	-1.5	1.4	-0.1	-0.5	1.9	4.7	7.5	6.3	-1.5
Cc1nc(SCC(=O)N(CC(C)C)C2CCS(=O)(=O)C2)c2ccccc2n1 (stereo unspecified)	-1.9	-2.4	9.9	1.8	1.5	-11.4	7.3	5.7	4.0
O=C(NCCCN1CCOCC1)C1CCC(=O)N1C1CCCCC1 (stereo unspecified)	2.9	-6.4	0.8	0.6	14.1	1.5	-5.0	-4.2	-5.0
COC(=O)c1c(C(=O)OC)c(-c2cccc(Cl)c2)n2c1CS(=O)C2 (stereo unspecified)	-11.3	-3.4	-1.3	17.4	2.6	-3.3	8.7	-0.2	-0.4
COc1ccccc1CN(C)CC(=O)Nc1ccc(Cl)cc1C(F)(F)F	-2.2	-7.6	-5.3	-2.2	4.1	3.3	-10.8	-2.3	-3.1
CCCCN1CC(C)(C)[C@H](CC(=O)Nc2ccc(Br)cc2)C1=O	-1.5	-1.5	-2.1	1.4	1.4	-0.1	8.8	1.2	-0.2
CC(=O)N/N=C(/c1ccccc1)C(O)c1ccccc1 (stereo unspecified)	-5.3	-5.2	7.4	0.3	1.5	-14.1	3.0	1.3	-1.1
Cc1onc(-c2ccccc2)c1C(=O)N1CCCN2C(=O)c3ccccc3C21 (stereo unspecified)	-4.9	-0.2	4.0	1.6	1.0	-3.8	11.0	7.2	0.5
COc1ccccc1OCCn1nnc2ccccc21	5.6	-2.7	1.4	1.6	1.4	-4.6	5.6	0.9	-2.4
O=C(COc1cc2oc(=O)cc(-c3ccccc3)c2cc1Cl)NCc1ccccn1	8.0	-2.1	-3.2	1.0	1.7	-1.3	-8.4	2.4	-1.0
Cc1ccc(-n2c(-c3cnccn3)n[nH]c2=S)cc1	2.4	-2.9	6.4	0.4	5.2	-4.3	4.0	-9.7	0.1
O=C1NC[C@@H](CCCCN2C[C@H](Cc3ccccc3)N(CCC3CCCCC3)C(=O)C2=O)N(CCc2ccc(O)cc2)C1=O	6.9	.	.	0.3	1.4	.	5.3	-3.6	-2.2
COc1cc(NS(=O)(=O)c2ccc(NC(=O)C3CCCO3)cc2)nc(OC)n1 (stereo unspecified)	2.8	-5.2	-0.5	-0.1	2.5	1.0	-6.7	-12.5	1.0
CC(C)(C)OC(=O)Nc1ccc([C@H](NC(=O)OC(C)(C)C)C(=O)OC(C)(C)C)cc1	0.5	-5.4	2.0	0.0	2.0	-2.3	7.0	-3.9	0.6
c1ccc(-c2csc(-n3cnnn3)n2)cc1	-5.6	-5.7	-11.3	-0.9	5.1	15.8	-3.3	-16.5	-2.9
CC1(C)C2CCC1(C)C(OCC[N+](C)(C)CC(=O)OC1CCCCC1)C2 (stereo unspecified)	-0.6	-11.3	-19.1	1.5	12.8	13.4	-2.3	12.6	-11.0
C=CCn1c(SC2CCOC2=O)nc2sc(CC)cc2c1=O (stereo unspecified)	1.7	-5.9	-4.7	0.7	-2.4	-2.7	-6.8	-1.4	-7.1
COc1ccc(S(=O)(=O)N2CCN(C(=O)[C@@H]3CCCN3C(=O)c3cccs3)CC2)cc1	-5.6	1.9	11.0	3.3	0.6	-7.4	2.8	-13.1	-0.3
CC(C)c1nc(N2CCCC2)c(C#N)c2c1CCCC2	4.5	-2.0	8.0	0.2	7.8	-10.4	-5.6	-5.2	-1.8
Cc1c(Cl)cnc(NC(=O)COC(=O)c2cccc(S(=O)(=O)N3CCc4ccccc4C3)c2)c1Cl	-0.7	-9.0	10.6	0.2	7.7	-7.5	4.4	8.6	-1.2
CC1CCCCN1S(=O)(=O)c1coc(C(N)=O)c1 (stereo unspecified)	1.1	0.1	2.3	1.5	1.2	-0.6	-3.8	-4.8	2.8
COc1ccc(CN(C(=O)Cc2cccs2)C(C(=O)NC2CCCC2)c2ccncc2)cc1 (stereo unspecified)	1.8	-4.3	4.0	3.3	1.9	-2.5	-3.1	-5.3	1.7
O=C(c1ccc(F)cc1)N1CCN=C1c1ccccc1	-8.4	-3.6	-0.9	1.3	4.0	1.3	-1.0	0.7	0.6
FC(F)(F)c1nnc2c3ccccc3c(Cl)nn12	0.6	-9.9	-21.9	0.3	-1.1	19.9	-28.2	-8.7	1.6
COc1ccc(C(=O)CSc2nnc(CN3CCCCC3)n2-c2ccc(F)cc2)cc1	2.5	16.5*	4.5	14.9	47.1*	-3.5	-4.8	6.4	15.1
Cn1c(-c2ccc(F)cc2)cnc1NCc1cc2c(cc1[N+](=O)[O-])OCO2	-5.2	-9.7	-8.5	2.1	5.3	6.4	1.8	-6.2	-3.8

Bioassay records (PubChem)
